Hsp70 inhibitors = Hsp70 inhibitors, probe displacement, primary screen, biochemical, fluorescence polarization (AID 583); Hsp70 fluorescence polarization probe displacement, mP; higher % means a stronger effect; displacement, % at 20 µM, or IC50 in µM where a hit was titrated; actives 0.06% (n = 140,000); in the data active = displacement above about 50%;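 also: plate controls were vehicle for no effect and reference ligand for full effect; a part of the inactive calls stands beside numbers as strong as those of hits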
Rat MKP-3 inhibitors = MKP-3 phosphatase inhibitors, primary screen, biochemical, rat enzyme, in vitro (AID 425); recombinant MKP-3 phosphatase activity, fluorescence; higher % means a stronger effect; inhibition, % at 20 µM; hits with a dose series show IC50 in µM; actives 0.17% (n = 110,000); in the data active = inhibition above about 50%;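 also: plate controls were vehicle for no effect and reference inhibitor for full effect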
* marks the source's active call; other numbers are inactive results; . = no result given; & = joins results of further samples.

#	SMILES	Hsp70 inhibitors	Rat MKP-3 inhibitors
1	CCc1ccc2[nH]c(=O)c(C(c3nnnn3CC3CCCO3)N3CCN4CCCC4C3)cc2c1 (stereo not given)	-4.0%	-6%
2	O=CNCCCc1nc2ccccc2n1Cc1ccccc1	-4.7%	-6%
3	CCC(=O)NC(=O)NC(Cc1ccccc1)Cc1ccccc1	-4.2%	3%
4	CCOC(=O)N1CCN(C(=O)C2CCCN(S(=O)(=O)c3cccnc3)C2)CC1 (stereo not given)	9.4%	-1%
5	Cc1ccc(Cn2nc(C)c(NC(=O)c3nn(C)cc3Cl)c2C)cc1	3.6%	.
6	CCOC(=O)C1=C(C)Nc2nnnn2C1c1cccc(OC)c1OC (stereo not given)	-6.5%	-10%
7	COC(=O)C(C(=O)Nc1ncccn1)C1CCCCCC1 (stereo not given)	1.9%	-15%
8	COc1ccc(-c2n[nH]c(C)c2-c2cnn(-c3ccccc3)c2)c(O)c1C	0.1%	.
9	COc1ccc(NC(=O)c2cnc3sccn3c2=O)cc1OC	-5.8%	-4%
10	O=C(NCCCc1ccccc1)c1ccccc1O	.	-6%
11	O=S(=O)(NCC(c1cccnc1)N1CCN(c2ccc(F)cc2)CC1)c1ccccc1 (stereo not given)	-4.5%	.
12	O=C(c1ccc(N2CCCCS2(=O)=O)cc1)N1CCN(c2ccc(N3CCOCC3)nn2)CC1	3.9%	-6%
13	CCOC(=O)N1CCc2c(sc(NC(=O)c3ccc(Cl)s3)c2C(N)=O)C1	-11%	0%
14	CC(=O)Nc1ccc(NC(=O)c2cc(-c3ccccc3)nc3ccccc23)cc1	-5.6%	1%
15	COc1cccc(CN2CCN(C3CCCCC3OC)CC2)c1OC (stereo not given)	-1.4%	1%
16	CCOC(=O)CC1=C(C(=O)OCC)C(c2ccc(C)o2)C(C#N)=C(N)O1 (stereo not given)	6.5%	0%
17	Cc1cc(C(=O)CSc2nnc(-c3ccc(F)cc3)o2)c(C)n1CC1CCCO1 (stereo not given)	5.6%	.
18	O=C(N/C(=C/c1ccccc1)C(=O)N1CCCCC1)c1ccco1	0.5%	3%
19	O=C(CCCn1c(=O)c2sccc2n(CC(=O)OCc2ccccc2)c1=O)NCc1ccco1	7.1%	-6%
20	O=C(CSc1nc2cc(Cl)ccc2o1)Nc1ccc(N2CCOCC2)cc1	-0.2%	.
21	Cc1noc(C(=O)N2CC3(C)CC2CC(C)(C)C3)c1Cl (stereo not given)	-9.9%	-10%
22	COc1ccc(OC)c(C(=O)CSc2nnc(Cc3cccs3)n2C)c1	2.2%	-6%
23	CN(C)/C=C\C=C\C(=O)C1C2CC3CC(C2)CC1C3 (stereo not given)	3.0%	-1%
24	COc1ccccc1N1C(=O)CCC1(C#N)c1ccc(Br)cc1 (stereo not given)	-5.9%	.
25	CCOC(=O)CSc1nnc(CNC(=O)c2cccs2)n1-c1cc(C)ccc1C	-3.1%	4%

Three entries out of the list, sorted by length of the SMILES, smallest number first.
#	SMILES	Hsp70 inhibitors	Rat MKP-3 inhibitors
23	CN(C)/C=C\C=C\C(=O)C1C2CC3CC(C2)CC1C3 (stereo not given)	3.0%	-1%
22	COc1ccc(OC)c(C(=O)CSc2nnc(Cc3cccs3)n2C)c1	2.2%	-6%
19	O=C(CCCn1c(=O)c2sccc2n(CC(=O)OCc2ccccc2)c1=O)NCc1ccco1	7.1%	-6%

Further entries follow.
#	SMILES	Hsp70 inhibitors	Rat MKP-3 inhibitors
26	CCOc1cc(C2C3=C(CC(C)(C)CC3=O)NC3=C2C(=O)c2ccccc23)ccc1O (stereo not given)	7.6%	-3%
27	O=C(/C=C/c1ccccc1)Nc1ccc(S(=O)(=O)N2CCOCC2)cc1	5.5%	1%
28	CCCC(=O)c1cc2c(cc1NC(=O)c1cccs1)OCCO2	2.3%	.
29	CCOc1ccc(NC2(c3ccccc3)C(=O)c3ccccc3C2=O)cc1	-4.6%	4%
30	CCOC(=O)N1CCC(NC(=O)c2ccc(NC(=O)C3CCCO3)cc2)CC1 (stereo not given)	0.1%	-3%
31	CCc1c(C(=O)Nc2ccncc2)csc1C	3.7%	-16%
32	NC(=O)c1ccc(NC(=O)c2cc3ccccc3cc2O)cc1	-0.3%	7%
33	O=C(NCc1ccco1)C(=O)Nc1ccc(Cl)c(C(F)(F)F)c1	0.5%	2%
34	Cc1nnc(C)n1/N=C\c1ccc(F)cc1	0.0%	4%
35	Cc1ccc([N+](=O)[O-])cc1Cc1cc(Cl)ccc1Cl	1.2%	0%
36	Cc1ccc(C2=C/C(=C/c3cc4c(cc3[N+](=O)[O-])OCO4)C(=O)O2)cc1	-0.6%	10%
37	O=C1NC(=O)N(c2ccccc2)C(=O)/C1=C\c1ccc(-c2ccc([N+](=O)[O-])cc2Br)o1	-0.9%	6%
38	Cc1ccc(OCC(=O)Nc2ccc(O)c(-c3nc4cc(C)c(C)cc4o3)c2)cc1C	9.5%	0%
39	Cc1ccnc(NC(=O)CN(C)S(=O)(=O)c2cccc3nsnc23)c1	1.9%	9%
40	CC(c1ccccc1)C1CC(=O)N(c2ccc(I)cc2)C1=O (stereo not given)	-4.3%	4%
41	COc1ccc(-c2cnn(-c3ccccc3)c2N)cc1OC	-4.2%	-10%
42	CC(=O)c1ccc(NC(=O)C2CC(=O)N(c3ccccc3)C2)cc1 (stereo not given)	1.3%	4%
43	CCOc1ccccc1N1CCN(C(=O)c2ccc([N+](=O)[O-])cc2)CC1	5.0%	0%
44	CCOC(=O)C(C#N)C(c1ccc(C)cc1)C1CCOC(C)(CC)C1 (stereo not given)	1.7%	4%
45	CC(C)C(=O)Nc1ccc2oc(-c3cccc4ccccc34)nc2c1	8.5%	22%
46	CCC(Oc1ccccc1)C(=O)N1CCN(C(c2ccccc2)c2ccccc2)CC1 (stereo not given)	-1.6%	1%
47	CCCNC(=O)C1CCN(c2nc(C)cc(C)n2)CC1	-2.3%	-7%
48	NC(=O)c1cc(Cc2ccccc2)sc1NC(=O)c1ccco1	0.9%	0%
49	Cc1ccc(-c2nnc(SCC#CCOC(=O)c3cccs3)o2)cc1	0.5%	.
50	O=C(c1oc(=O)c2ccccc2c1-c1ccccc1)N1CCN(C2CCCCC2)CC1	4.0%	-4%

Of the compounds above, 2 contain an NH in an aromatic ring.
#	SMILES	Hsp70 inhibitors	Rat MKP-3 inhibitors
1	CCc1ccc2[nH]c(=O)c(C(c3nnnn3CC3CCCO3)N3CCN4CCCC4C3)cc2c1 (stereo not given)	-4.0%	-6%
8	COc1ccc(-c2n[nH]c(C)c2-c2cnn(-c3ccccc3)c2)c(O)c1C	0.1%	.

More entries
#	SMILES	Hsp70 inhibitors	Rat MKP-3 inhibitors
51	COc1ccccc1C(=O)NCCCN1CCCC1=O	0.4%	-2%
52	Cc1ccccc1-c1nnc(SCC(=O)Nc2ccc3c(c2)OCCO3)n1N	-1.3%	-2%
53	COc1ccc(OC)c(N(CC(=O)O)S(=O)(=O)c2ccc(OC)c(OC)c2)c1	2.8%	-6%
54	Cc1cc(NC(=O)CSc2nnc(CNc3ccc(F)cc3)n2C2CCCCC2)no1	-3.4%	-5%
55	O=C(O)c1ccccc1-c1ccccc1C(=O)Nc1ccccn1	-1.9%	-1%
56	COc1ccc(OC)c(N(CC(=O)Nc2cccnc2)S(=O)(=O)c2ccccc2)c1	5.2%	.
57	CCCOc1ccc(/C=C2/C(=O)NN(c3ccccc3)C2=O)cc1OC	3.1%	-1%
58	Cc1nnc(SCc2c(Cl)cccc2Cl)s1	2.1%&-0.1%	0%
59	O=C(COC(=O)c1cn(-c2ccccc2)nc1-c1cccs1)NC1CC1	6.2%	-2%
60	O=C(OCn1ncc(Br)c(Br)c1=O)c1ccccc1Cl	2.3%	.
61	Cc1cc(C)cc(NC(=O)COc2ccccc2)c1	-0.9%	0%
62	CCOCCn1c(=O)c2c(nc3n2CCN3c2ccc(C)cc2)n(C)c1=O	6.3%	-4%
63	O=C(Nc1ccc(-c2nc3ccccc3[nH]2)cc1)c1ccccc1	-1.4%	-1%
64	O=S(=O)(Nc1nc2ccccc2[nH]1)c1ccccc1	3.4%	-7%
65	COc1ccc(N(CC(=O)NCCc2ccc(OC)c(OC)c2)S(=O)(=O)c2ccc(OC)c(OC)c2)cc1	-5.5%	3%
66	Cc1cc(C)c(N=Cc2c(C)[nH]n(-c3ccccc3)c2=S)c(C)c1	-5.5%	6%
67	C#CC(C)(C)NC(=O)CSc1nc2c(c(=O)n(C)c(=O)n2C)n1CCCC	-1.1%	-11%
68	CC(C)N(C(=O)NC(=O)NCC1CCCO1)S(C)(=O)=O (stereo not given)	-0.9%	2%
69	CC1CCc2nn(CC(=O)NCCN3CCOCC3)cc2C1 (stereo not given)	0.2%	4%
70	Cc1ccc(C2NC(=O)c3c(sc(C)c3C)N2)c(O)c1 (stereo not given)	-1.7%	.
71	Cc1cccc(NC(=O)c2cccnc2)c1	-0.5%	-9%
72	COc1ccc2[nH]cc(CCN=C3SCC(=O)N3C)c2c1	3.7%&-0.1%	3%&2%
73	CCN(CC)S(=O)(=O)c1ccc(NC(=O)c2ccccc2C)cc1	7.1%	-5%
74	CCn1c(SCC(=O)Nc2ccc3c(c2)OCO3)nc2ccccc21	2.1%	.
75	COc1ccc(CNC(=O)CN(c2ccccc2OC)S(=O)(=O)c2ccccc2)cc1	2.5%	-2%

Three entries out of the list above, ordered by the value under Rat MKP-3 inhibitors, ascending:
No.	Structure	Rat MKP-3 inhibitors
71	Cc1cccc(NC(=O)c2cccnc2)c1	-9%
64	O=S(=O)(Nc1nc2ccccc2[nH]1)c1ccccc1	-7%
68	CC(C)N(C(=O)NC(=O)NCC1CCCO1)S(C)(=O)=O (stereo not given)	2%

Next results
#	SMILES	Hsp70 inhibitors	Rat MKP-3 inhibitors
76	CC(=O)N=C1SC2CS(=O)(=O)CC2N1c1c(Cl)cccc1Cl (stereo not given)	-1.1%&-2.4%	-8%&-3%
77	COc1cc(-c2nnc(SCC(=O)Nc3ccc4c(c3)OCCO4)o2)cc(OC)c1OC	-2.6%	.
78	O=S(=O)(c1ccc(NC(=S)Nc2ccc(F)cc2)cc1)N1CCCC1	-0.7%	5%
79	C=CCn1c(SCC(=O)NCc2cccs2)nnc1C1CCCCC1	-0.4%	0%
80	CCC(C)NC(=O)COc1ccc(Br)c(C)c1 (stereo not given)	6.8%	.
81	COc1ccc(C2/C(=C(/O)c3ccccc3)C(=O)C(=O)N2Cc2ccccc2)cc1OC (stereo not given)	-2.3%	2%
82	COC(=O)CSc1ccc2c(N)c(C(=O)OC)sc2c1	6.8%	4%
83	CC(=O)C1=C(c2ccccc2)NC(=O)NC1c1ccccc1OCC#N (stereo not given)	6.5%	0%
84	CC(C)(C)c1cc(/C=c2/sc3nc4ccccc4n3c2=O)cc(C(C)(C)C)c1O	-2.5%	5%
85	O=C(CCN1C(=O)C2C3C=CC(C3)C2C1=O)N1CCN(c2cccc(Cl)c2)CC1 (stereo not given)	-0.1%	-5%
86	CCOc1cccc(-c2cc(C(=O)N3CCC(C)CC3)c3ccccc3n2)c1	1.2%	-3%
87	COc1cc([N+](=O)[O-])ccc1-c1ccc(CO)o1	.	3%
88	O=C(Nc1ccc2c(c1)OCCO2)c1cccc(S(=O)(=O)N2CCOCC2)c1	0.5%	-7%
89	O=C(c1ccc(N2CCOCC2)nc1)N1CCOCC1	-3.7%	-12%
90	O=C(COc1cc2oc(=O)cc(-c3ccccc3)c2cc1Cl)c1ccc(Cl)cc1	-1.3%	2%
91	COc1ccc2c(c1)C1(C)CC(C)(C)N2C(=O)N1c1ccccc1 (stereo not given)	-0.6%	8%
92	CCOc1ccccc1OC(=O)c1ccco1	-1.1%	-4%
93	CCOc1nc(N=C(N)N)nc2c(C)cccc12	0.0%	9%
94	C=CCSc1nc2ccccc2n1C(=O)C1C(C=C(Cl)Cl)C1(C)C (stereo not given)	2.1%	3%
95	O=C1CCCC2=C1C1(CCCC1)N=C(Nc1nc3ccccc3s1)N2	0.8%	2%
96	CCOC(=O)Cn1c(=O)c2c(nc3n2CCN3Cc2ccccc2)n(C)c1=O	-1.3%	1%
97	CC1CCN(C(=O)CSc2nnc(Cc3cccn3C)n2-c2ccc(F)cc2)CC1	2.2%	-4%
98	COCCN1C(=O)c2oc3c(C)cc(C)cc3c(=O)c2C1c1cccc(O)c1 (stereo not given)	0.1%	-12%
99	CC(=O)N1CC2(C(C)C)CN(C(C)=O)CC(C(C)C)(C1)C2=O	4.0%	0%
100	COc1ccc(-c2noc(-c3ccccc3C(=O)NCc3ccco3)n2)cc1OC	-1.2%	-7%

Laid out differently: results already given
75) COc1ccc(CNC(=O)CN(c2ccccc2OC)S(=O)(=O)c2ccccc2)cc1
- Hsp70 inhibitors = 2.5%
- Rat MKP-3 inhibitors = -2%
76) CC(=O)N=C1SC2CS(=O)(=O)CC2N1c1c(Cl)cccc1Cl (stereo not given)
- Hsp70 inhibitors = -1.1%&-2.4%
- Rat MKP-3 inhibitors = -8%&-3%

Next part:
#	SMILES	Hsp70 inhibitors	Rat MKP-3 inhibitors
101	Cn1c(=O)c2c(nc(N3CCN(Cc4ccccc4)CC3)n2CC(=O)c2ccccc2)n(C)c1=O	3.3%	18%
102	CC(=O)C1=C(C)NC(C)=C(C(C)=O)C1c1ccc(-c2ccccc2[N+](=O)[O-])o1	3.8%	6%
103	COc1cccc(C(=O)Oc2ccc3c(C)cc(=O)oc3c2C(C)=O)c1	-0.6%	3%
104	Cc1ccc(CN2CCN(N=Cc3ccccc3OCC(=O)O)CC2)c(C)c1	3.4%	-1%
105	O=C(c1ccccc1)C1C(=O)c2ccccc2C1=O	-0.8%	5%
106	COc1ccc(CCCc2nnc(SCC(=O)Nc3cc(C)ccc3C)o2)cc1	4.3%	.
107	Cc1ccc(NC(=O)c2cc3nc(C)cc(C)n3n2)cc1	-0.1%	.
108	CCN(C(=O)CN1CCN(c2ccccc2OC)CC1)c1c(N)n(Cc2ccccc2)c(=O)[nH]c1=O	4.2%	-14%
109	Cc1ccc(-n2c(C)cc3c2CC(C)(C)CC3=O)cc1C	0.8%	.

Only part of the results is shown, so the mix of outcomes need not match the whole.
